# FLuc inh: blocks Photinus pyralis firefly luciferase activity | purified firefly luciferase, luminescence, 8 min | Potency, µM (highest dose often 57.1 µM), for the others: top-dose activity change, negative = inhibition, actives largely listed as inhibitors | 72,000 tested, 2.2% active; note: potency is the fitted concentration of half-maximal effect; % is set by controls: 0 for no effect and ±100 for the full control effect; nearly all actives have a fitted effect of over 40% in size
#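 Titration-based qHTS; buffer 50 mM imidazole pH 7.2, 50 mM KCl, 7 mM MgCl2, 10 uM ATP, 0.01% Tween 20, 0.05% BSA; luciferase/luciferin detector mix added after compound; 8 min, ambient; luminescence.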
# HEK293 cAMP cs: counter-screen for TSHR agonists: cAMP increase in parental HEK293. parental HEK293 CNG cAMP sensor, membrane potential fluorescence. Potency, µM (top dose mostly 57.1 µM), without a hit: at the top dose activation, most hits filed as activators. 73,000 tested, 2.5% active. AID 938; note: potency is the fitted concentration of half-maximal effect; % of control where 0% means no effect; nearly all actives have a fitted effect of over 55% in size
#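 Parental HEK 293 cells stably expressing a cAMP-gated CNG channel were loaded with membrane potential dye containing 100 uM RO 20-1724 for 60 min. Compound added for 30 min; depolarization read as fluorescence intensity at 590 nm.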
# BRCT inh green: BRCA1 BRCT-phosphoprotein interaction inhibition; P38398; BRCA1 BRCT-phosphopeptide binding, green fluorescence polarization; Potency, µM (top dose mostly 76.9 µM), inactives show at the top dose activity change, negative = inhibition, usual class: inhibitors; 75,000 tested, 0.05% active; AID 875;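 note: potency is the fitted concentration of half-maximal effect; plate controls were peptide without protein for full effect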
#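 Compounds were incubated for 12 min at room temperature with a complex of 100 nM fluorescein-tagged pBACH1 decapeptide and 250 nM His-tagged BRCT protein. Buffer was phosphate pH 7.3 with EDTA, DTT and Tween 20. Disruption of binding lowers the polarization signal.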
# Tau filament bind: binders of human tau filaments. 71,000 tested, 2% active. recombinant tau filaments, thioflavin S fluorescence, 15 h; filaments grown with octadecylsulfate alongside compound. P10636. Potency, µM (highest dose often 57.1 µM), for the others: top-dose activity change, negative = inhibition. AID 596;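 note: potency is the fitted concentration of half-maximal effect; % is set by controls: 0 for no effect and ±100 for the full control effect; actives lower thioflavin S fluorescence by blocking filaments or displacing dye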
# Target sequence (P10636 whole entry, looked up): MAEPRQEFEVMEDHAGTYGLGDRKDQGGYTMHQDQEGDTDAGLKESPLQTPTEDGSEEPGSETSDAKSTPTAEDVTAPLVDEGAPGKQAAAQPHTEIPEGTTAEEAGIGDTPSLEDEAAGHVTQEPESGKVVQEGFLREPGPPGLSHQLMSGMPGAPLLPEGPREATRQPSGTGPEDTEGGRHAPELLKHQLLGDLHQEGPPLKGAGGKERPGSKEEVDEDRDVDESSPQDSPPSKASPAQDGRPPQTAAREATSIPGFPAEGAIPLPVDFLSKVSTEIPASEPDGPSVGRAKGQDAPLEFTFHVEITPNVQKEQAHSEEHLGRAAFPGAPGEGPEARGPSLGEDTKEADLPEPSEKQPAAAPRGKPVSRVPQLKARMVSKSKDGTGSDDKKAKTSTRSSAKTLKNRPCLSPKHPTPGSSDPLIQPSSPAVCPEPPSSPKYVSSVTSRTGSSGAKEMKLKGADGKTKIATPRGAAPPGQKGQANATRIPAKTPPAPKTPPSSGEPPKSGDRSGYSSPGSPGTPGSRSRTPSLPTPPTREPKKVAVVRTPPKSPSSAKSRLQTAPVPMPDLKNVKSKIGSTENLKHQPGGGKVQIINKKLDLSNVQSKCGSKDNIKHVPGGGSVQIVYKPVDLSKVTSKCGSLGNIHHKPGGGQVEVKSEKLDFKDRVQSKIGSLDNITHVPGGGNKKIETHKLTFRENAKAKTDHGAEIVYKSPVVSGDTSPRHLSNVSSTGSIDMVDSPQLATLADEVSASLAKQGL
#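 Recombinant tau protein (human, 1 uM final) plus 30 uM ODS in HEPES pH 7.4 with NaCl, DTT and thioflavine S. Compound present from the start; fluorescence at 510 nm after 15 h, 37 C.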
# Casp1 inh: caspase-1 (human) inhibition, allosteric or competitive | P29466 | Caspase-1 enzyme, Ac-WEHD-AFC fluorogenic rate | Potency, µM (series often up to 57.5 µM), for inactives: at the highest dose activity change, negative = inhibition, most hits filed as inhibitors | 75,000 tested, 0.03% active | AID 900;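 note: potency is the fitted concentration of half-maximal effect; plate controls were vehicle for no effect and no substrate for full effect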
# Target sequence (P29466 120-297 limits assumed): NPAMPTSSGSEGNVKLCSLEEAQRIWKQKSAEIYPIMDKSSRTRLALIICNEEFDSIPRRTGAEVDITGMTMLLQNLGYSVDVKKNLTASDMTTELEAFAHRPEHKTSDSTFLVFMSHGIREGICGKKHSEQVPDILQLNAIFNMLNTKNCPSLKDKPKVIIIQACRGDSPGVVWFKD
# Target sequence (P29466 317-404 limits assumed): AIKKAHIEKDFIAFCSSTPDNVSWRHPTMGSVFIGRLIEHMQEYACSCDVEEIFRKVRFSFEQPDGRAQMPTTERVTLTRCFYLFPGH
# Casp7 inh: blocks human caspase-7 allosterically or competitively; 75,000 tested, 0.02% active; AID 889; recombinant caspase-7, Ac-DEVD-AFC fluorescence rate; Potency, µM (highest dose often 57.5 µM), for inactives: at the highest dose activity change, negative = inhibition, usual class: inhibitors; P55210; active = well fitted inhibition curve with a large enough effect in the main read-out, with a control signal flat, not every such curve was filed as active; inconclusive = small, poorly fitted or top-dose-only effect, or a change in a side signal; note: potency is the fitted concentration of half-maximal effect; % of control where 0% means no effect
# CRE-bla Fsk: CRE-bla signaling modulation under forskolin stimulation. Potency, µM (doses to about 38.2 µM), inactives show at the top dose activity change, negative = inhibition, actives largely listed as activators. CHO CRE-bla reporter (cAMP response element driving beta-lactamase), forskolin EC10, beta-lactamase ratio. 71,000 tested, 2.5% active. AID 662; active = well fitted activation curve with a large enough effect in the signal ratio, with a control signal flat, not every such curve was filed as active; inconclusive = small, poorly fitted or top-dose-only effect, or effect the other way, or a change in a side signal; the % refers to the signal ratio; note: potency is the fitted concentration of half-maximal effect; % of control where 0% means no effect
#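 Modulation of forskolin signalling: compounds in titration series added with EC10 NKH 477 to CHO cells carrying a CRE-driven beta-lactamase reporter, 3 h, 37C. CCF4 FRET ratio (460/530 nm, ex 405 nm) gives %activity and AC50.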
# ERK AVP inh: vasopressin-driven ERK pathway inhibition | Potency, µM (highest dose often 57.5 µM), inactives show top-dose activity, negative = inhibition, actives largely listed as inhibitors | 72,000 tested, 0.99% active | HEK293-V1b, vasopressin-stimulated pERK AlphaScreen; note: potency is the fitted concentration of half-maximal effect; % is set by controls: 0 for no effect and ±100 for the full control effect; nearly all actives have a fitted effect of over 55% in size
#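 HEK293 cells stably expressing V1b receptor, preincubated 30 min at 37 °C with compound, then stimulated 5 min with 25 nM vasopressin. Phospho-ERK by AlphaScreen SureFire after 5 h RT; normalized to DMSO and vasopressin; AC50 by Hill fit.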
# USP2a inh: blocks human ubiquitin-specific protease USP2a; USP2a enzymatic assay, qHTS inhibition; AID 927; 60,000 tested, 0.1% active; O75604; Potency, µM (titrated, usually from 38.3 µM), inactives show top-dose activity change, negative = inhibition, actives largely listed as inhibitors;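 note: potency is the fitted concentration of half-maximal effect; nearly all actives have a fitted effect of over 60% in size; plate controls were DMSO for no effect and NEM full inhibition control for full effect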
#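 20 nM USP2 core + cpd, 30 min RT; add 20 nM Ub-PLA2/20 uM NBD C6-HPC; read Ex460/Em535 at 0 h and 2.5 h. Normalized to NEM; qHTS curve fit/classification.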
# A350 fluor: compound fluoresces in the Alexa 350 spectral region; Compound autofluorescence, 340/450 nm, Alexa 350 dye-equivalents; hits give high values; max dye-equivalent concentration, M; 59,000 tested, 11% active; in the data active = max dye-equivalent concentration above about 10 nM; inconclusive = mostly about 1.1 nM to 9.6 nM
# BRCT inh red: disrupts BRCA1 BRCT binding to phosphoprotein, red fluorophore readout. BRCT-phosphopeptide binding, red fluorescence polarization. Potency, µM (highest dose often 76.9 µM), for inactives: top-dose activity change, negative = inhibition, hits mostly inhibitors. 75,000 tested, 0.03% active; note: % is set by controls: 0 for no effect and ±100 for the full control effect
#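 Fluorescence polarization: 100 nM His-tagged BRCA1 BRCT with 100 nM TAMRA-labelled phospho-BACH1 decapeptide, phosphate buffer pH 7.3 with 150 mM NaCl, DTT, 0.01% Tween 20; 12 min RT. Binding inhibition seen as FP decrease.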
# An asterisk follows results filed as active; i = inactive; u = inconclusive; x = not tested or not shown; [ ] = remark or other dose. Unless noted, calls come from the whole dose curve; as a rule, active = well fitted curve in the direction sought with a large enough effect; inconclusive = small, poorly fitted or top-dose-only effect, or another doubt; inactive = no such curve, though single readings can be large; an effect the other way counts as inactive or inconclusive.
1) C/C(N)=C(/C#N)C(=O)CSc1nnc(-c2ccc(OC(F)F)cc2)o1
2) CCCCOc1ccc(C(=O)NCc2ccccn2)cc1
3) CC(=O)OC1CC2(C)C(=O)CCC2C2CCc3cc(O)ccc3C12 (stereo unspecified)
4) O=c1c2c3nc4ccccc4nc3n(-c3cccc(F)c3)c2ncn1Cc1ccc2c(c1)OCO2
5) COC(=O)C1=C(C)N(C)C(C)=C(C(=O)OC)C1c1ccsc1
6) COc1ccc(NC(=O)c2ccc(CN3CCN(c4ccccc4)CC3)cc2)cc1OC
7) CCN(CC)CCCNC(=O)c1cn(CCOC)c(=O)c2c1c1ccccc1n2C
8) COc1ccc(OC)c(C2CC(=O)N3CN(c4ccccc4)CSC3=C2C#N)c1 (stereo unspecified)

assay / entry,1,2,3,4,5,6,7,8
FLuc inh,-8%,-16%,-1%,1%,0%,2%,-1%,-17%
HEK293 cAMP cs,2%,10%,u,1%,10%,14%,u,9%
BRCT inh green,-0.3%,-1.5%,-0.9%,0.6%,-0.3%,-0.8%,-2.1%,-1.0%
Tau filament bind,-25%,-12%,0%,3.2µM*,86%,122%,51%,-15%
Casp1 inh,2%,-1%,1%,-5%,0%,-3%,-1%,-2%
Casp7 inh,-6%,1%,0%,-6%,0%,-3%,-1%,-3%
CRE-bla Fsk,-2%,-5%,-20%,u,9%,-11%,u,6%
ERK AVP inh,9%,-20%,24%,-14%,-10%,-21%,-11%,-15%
USP2a inh,20%,8%,15%,17%,-1%,43%[activator],1%,x
A350 fluor,i,i,i,u,x,x,4.3e-07M*,x
BRCT inh red,-1.2%,-0.7%,-1.9%,1.7%,-0.6%,0.2%,0.0%,-0.1%

9) O=C(CN1C(=O)COc2ccccc21)NCCN1CCc2ccccc2C1
10) O=C(CCN1C(=O)c2ccccc2C1=O)N1CCN(Cc2ccc(Cl)cc2Cl)CC1
11) O=C(NCCCn1ccnc1)c1cn(-c2ccccc2)nc1-c1ccc(F)cc1
12) CC1=C2C(=O)OC(c3ccoc3)C2(C)CCC1 (stereo unspecified)
13) CC(=O)Nc1nc(-c2cccs2)cs1
14) Cn1c(=O)oc2cc(S(=O)(=O)N3CCCC(C(=O)NCC4COc5ccccc5O4)C3)ccc21 (stereo unspecified)
15) O=C(NCCc1ccc(Cl)cc1)C1CCN(C(=O)c2sccc2-n2cccc2)CC1
16) O=C(Cn1nc(Cc2cccnc2)c2ccccc2c1=O)Nc1ccc2c(c1)OCO2

assay / entry,9,10,11,12,13,14,15,16
FLuc inh,3%,0%,13µM*,2%,-8%,4%,3%,4%
HEK293 cAMP cs,12%,u,-3%,u,7%,-4%,23%,-2%
BRCT inh green,-1.7%,-2.1%,-1.4%,1.7%,1.4%,-1.1%,-0.5%,0.1%
Tau filament bind,0%,-30%[11.4 µM],11%,-10%,-17%,-13%,10%,-2%
Casp1 inh,1%,-5%,1%,0%,-1%,-4%,-2%,-4%
Casp7 inh,1%,-5%,-1%,0%,0%,-4%,-5%,0%
CRE-bla Fsk,u,-22%[7.6 µM],10%,6%,-5%,-14%,-13%,6%
ERK AVP inh,20%,u,-11%,-10%,u,-22%,16µM*,15%
USP2a inh,1%,18%[7.66 µM],22%,-4%,9%,x,39%[activator],x
A350 fluor,i,x,i,i,u,x,i,x
BRCT inh red,-0.6%,-0.5%,-2.7%,0.4%,0.5%,0.1%,-1.8%,-0.3%

17) Cc1ccccc1OCc1nc(-c2ccccc2)no1
18) COCC(=O)Nc1nnc(SCC(=O)NCc2cccs2)s1
19) C=CCc1ccccc1OCC(O)CN1CCN(Cc2ccc3c(c2)OCO3)CC1 (stereo unspecified)
20) Cc1cc(C)n2c(SCC(=O)N3CCN(S(=O)(=O)c4ccc(Cl)cc4)CC3)nnc2n1
21) CCOC(=O)c1nnn(CC(=O)Nc2cc(Cl)ccc2C)c1C(=O)OCC
22) CCC1(C)Cc2c(sc3c2c2ncnn2c2nnc(SCC(=O)NCc4ccco4)n32)CO1 (stereo unspecified)
23) O=c1cnc2cnc(N3CCOCC3)nc2n1Cc1cccs1
24) COc1cc(C2N3CC4(C)CN2CC(C)(C3)C4)ccc1O (stereo unspecified)

assay / entry,17,18,19,20,21,22,23,24
FLuc inh,-23%,0%,1%,-2%,4%,1%,0%[11.4 µM],1%
HEK293 cAMP cs,u,5%,2%,0%,-7%,11%,u,4%
BRCT inh green,-0.7%,-1.7%,3.2%,-1.4%,-1.4%,2.5%,-0.7%,-2.0%
Tau filament bind,-13%,0%,9%,-9%,0%,6%,-9%,-4%
Casp1 inh,-3%,-1%,0%,1%,0%,-3%,-15%,2%
Casp7 inh,-4%,1%,-1%,-7%,0%,0%,-26%,0%
CRE-bla Fsk,-17%,-6%,-9%,u,-28%,18%,u,-2%
ERK AVP inh,55%[activator],3%,-20%,16%,17%,-11%,12%,11%
USP2a inh,-2%,x,23%,16%,19%,16%,34%[activator],-3%
A350 fluor,u,i,i,i,i,i,u,i
BRCT inh red,-0.1%,-0.2%,1.4%,-0.2%,-0.8%,-0.2%,0.3%,0.5%

25) CCC(=O)N/C=C/n1cnc2cc(C(F)(F)F)ccc21
26) O=S(=O)(Cc1ccccc1)N1CCn2c(nc3ccccc32)C1
27) Cc1ccccc1NC(=O)Cc1nc(CSc2nnc(C3CCCCC3)n2N)cs1
28) CCCCOc1ccc(-c2nnc(-c3ccco3)o2)cc1
29) CCN(CC)S(=O)(=O)c1cccc(-c2nc3n(n2)Cc2ccccc2-3)c1
30) COc1ccc(NC(=O)CSc2nc(-c3ccncc3)nn2CC(=O)N2CCCC2)cc1
31) Cc1ccc(-n2c(=O)[nH]cc(C(=O)Nc3ccc4c(c3)OCO4)c2=O)cc1C
32) CC[C@H](C)[C@H](NS(=O)(=O)c1ccc(C)cc1)C(=O)N1CCC(C(=O)N[C@@H](C)C(=O)O)CC1

assay / entry,25,26,27,28,29,30,31,32
FLuc inh,4%,2%,0%,u,u,1%,2%,3%
HEK293 cAMP cs,6%,1%,15%,20µM*,14%,0%,0%,4%
BRCT inh green,-3.3%,-1.2%,0.1%,0.8%,2.2%,0.0%,-0.3%,-1.7%
Tau filament bind,47%,48%,-12%,31%,75%,2%,265%,-2%
Casp1 inh,0%,-2%,3%,-5%,0%,0%,-2%,1%
Casp7 inh,-1%,1%,0%,0%,-1%,6%,-1%,0%
CRE-bla Fsk,u,-2%,-17%,12%,u,-2%,u,-4%
ERK AVP inh,1%,x,-2%,22%,-12%,1%,x,2%
USP2a inh,-1%,x,11%,-12%,6%,7%,x,2%
A350 fluor,i,x,i,i,i,u,x,i
BRCT inh red,0.4%,1.2%,-0.2%,-2.2%,-2.9%,0.1%,0.8%,-0.1%

33) CCCN(CCC)CCCNS(=O)(=O)c1cc(Br)cc2c1N(C(C)=O)CC2
34) CCCCCn1c(CN2CCN(Cc3ccccc3)CC2)nc2c1c(=O)[nH]c(=O)n2C
35) O=C(c1ccco1)N1CCCC(c2nc(-c3ccc(S(=O)(=O)NCc4ccccc4)cc3)no2)C1 (stereo unspecified)
36) Cc1nc(NC2=NCN(Cc3cccnc3)CN2)nc2ccccc12
37) COc1ccc(OC)c(C2CC(=O)N3CN(c4ccc(C)c(Cl)c4)CSC3=C2C#N)c1 (stereo unspecified)

assay / entry,33,34,35,36,37
FLuc inh,3%,1%,1%,-1%,-18%
HEK293 cAMP cs,4%,11%,25µM*,-5%,2%
BRCT inh green,1.6%,-0.7%,1.6%,-4.0%,0.0%
Tau filament bind,10%,-5%,52%,-2%,-17%
Casp1 inh,1%,1%,-2%,-1%,-6%
Casp7 inh,2%,-1%,-5%,0%,-9%
CRE-bla Fsk,-7%,-4%,u,-1%,1%
ERK AVP inh,1%,5%,u,14%,-10%
USP2a inh,5%,50%[activator],31%[activator],6%,x
A350 fluor,i,i,i,u,x
BRCT inh red,-0.9%,-0.5%,0.3%,0.5%,-0.2%

# Ordered by SMILES length (ascending): part of the list above
33) CCCN(CCC)CCCNS(=O)(=O)c1cc(Br)cc2c1N(C(C)=O)CC2
34) CCCCCn1c(CN2CCN(Cc3ccccc3)CC2)nc2c1c(=O)[nH]c(=O)n2C
37) COc1ccc(OC)c(C2CC(=O)N3CN(c4ccc(C)c(Cl)c4)CSC3=C2C#N)c1 (stereo unspecified)

assay / entry,33,34,37
FLuc inh,3%,1%,-18%
HEK293 cAMP cs,4%,11%,2%
BRCT inh green,1.6%,-0.7%,0.0%
Tau filament bind,10%,-5%,-17%
Casp1 inh,1%,1%,-6%
Casp7 inh,2%,-1%,-9%
CRE-bla Fsk,-7%,-4%,1%
ERK AVP inh,1%,5%,-10%
USP2a inh,5%,50%[activator],x
A350 fluor,i,i,x
BRCT inh red,-0.9%,-0.5%,-0.2%

# Source: PubChem BioAssay (National Center for Advancing Translational Sciences (NCATS))

# Hits appear at their usual frequency. Share with any hit: about 16%.
